# Source: PubChem
# Insulin prom up: MIN6 insulin promoter up-regulation; AID 1625; 190,000 tested, 0.3% active; MIN6 insulin promoter-GFP reporter, high-content imaging; active compounds read high; z-score at 5 µM;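 active = z-score above 3 at 5 µM with at least 500 cells counted in the well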
# MT stabilize HCS: microtubule stabilization, imaging screen. HeLa tubulin immunostaining HCS, 24 h; share of cells brighter than vehicle mean+2SD. % tubulin-high responders, % at 10 µM. 200,000 tested, 0.83% active. AID 2205;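 active = plate Z-score above 3 for both tubulin-high and condensed-nucleus cell shares, with cell loss under 80%, at 10 µM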;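 note: anti alpha tubulin signal scored within the nucleus-defined area of each cell; some results filed as inactive read as strong as hits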
# PMI inhibition: MPI inhibition at elevated mannose 6-phosphate – biochemical, fluorescence intensity, high mannose 6-phosphate, primary screen (AID 1220); recombinant PMI enzyme, coupled fluorescence intensity; higher % means a stronger effect; inhibition, % at 20 µM; hits with a dose series show IC50 in µM; 190,000 tested, 0.66% active
# Autophagy mod: autophagy modulation, high-content screen | AID 463193 | MEF GFP-LC3 puncta imaging; test concentration mostly 10 µM | 190,000 tested, 0.98% active | calls only at 10 µM (by protocol);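 active = percentage of spot-positive cells more than 3 SD above its plate mean, without a fluorescence outlier flag or 80% toxicity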;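 note: spot-positive cell cutoff set from DMSO-treated cells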
# bCat nuc transl: alters nuclear translocation of beta-catenin in HeLa cells | immunofluorescence imaging | 190,000 tested, 0.3% active | nuclear translocation activity, % at 5 µM;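 active = nuclear translocation activity above 50% at 5 µM, with a well cell count of 50 or more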;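 note: per-cell ratio of nuclear to cytoplasmic median beta-catenin stain intensity; plate controls were DMSO negative control for no effect and GSK-3 inhibitor IX positive control for full effect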
#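 Test system: human HeLa cells, native beta-catenin. Compound dosing: 5 µM primary single dose, 0.1% DMSO, 0.02–20 µM confirmation series. Incubation: compound exposure 24 h at 37°C. Detection: beta-catenin immunostaining with DAPI counterstain, 20x imaging, 6 fields/well. Read-out basis: Nuclear/cytoplasmic beta-catenin signal ratio, % activation.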
# Hep lipid drop: modulators of hepatic lipid droplet formation; inhibition, % at 6.5 µM; AML12 mouse hepatocytes, oleate lipid droplets, BODIPY imaging; AID 1656; 240,000 tested, 0.4% active;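 active = lipid droplet intensity inhibited by at least 50%, with more than 500 cells counted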
#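 Material – mouse AML12 hepatocyte cell line, fixed after treatment · Compound dosing – one dose, 6.5 µM compound · Times – compound with oleate, overnight · Measured by – Image-based BODIPY and DAPI two-channel analysis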
# TNAP activation fold: stimulation of alkaline phosphatase TNAP activity – biochemical, luminescent, no phosphate acceptor, uHTS, primary screen (AID 1001) | purified TNAP, luminescent activation assay, no phosphate acceptor; higher activation fold means a stronger effect | activation fold at 20 µM; hits with a dose series show EC50 in µM | 200,000 tested, 0.03% active; in the data active = activation fold from about 3, or a potency from the dose series; inactive = the rest, 99 in 100 with activation fold below about 1.6; note: many of its hits are not listed in these tables
# T cell modulator: T cell immune modulation candidate; 2C CD8+ T cell-vesicle binding, flow cytometry; active compounds read low; calls only at 7 µM; 330,000 tested, 0.068% active; AID 2052;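 active = response, share of CD8 T cells binding vesicles, and their 90th percentile fluorescence all below set limits, cut at about 80% in these data, passing the limit was not always enough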
#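 Assay system – 2C mouse CD8+ T cells · Also added – QL9-loaded Drosophila micro-vesicles · Timing – Cell–vesicle co-incubation 1.5 h at 37 °C, staining 20 min on ice · Signal – flow cytometry of vesicle-bound cells · Measure – percent CD8+ FL2 mean versus row control · Controls – Peptide-free naked vesicles (low) and QL9 vesicles with 0.7% DMSO vehicle (high)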
# PMI inhibitors: inhibitors of human PMI, primary screen, biochemical, fluorescence intensity, coupled assay (AID 1209) | inhibition, % at 20 µM; hits with a dose series show IC50 in µM | 190,000 tested, 0.42% active | purified PMI enzyme, coupled fluorescence intensity; higher % means a stronger effect;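 note: plate controls were DMSO vehicle for no effect and wells lacking substrate for full effect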
# Insulin prom up cell count: recorded beside Insulin prom up, whose call it bears; cell count; measured here: cytotoxicity, nuclei count;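 total cells summed across four imaged fields per well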
# Hep lipid drop cells 6.5 µM: recorded beside Hep lipid drop, whose call it bears; cell count; measured here: cell count, cytotoxicity flag;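 cells counted across two imaged fields per well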
# bCat nuc transl cell count 5 µM: further read-out of bCat nuc transl, marked with its call; cell count; measured here: cell count, cytotoxicity flag
# T cell modulator vesicle-bound %: recorded beside T cell modulator, whose call it bears; double positive events, %; measured here: CD8+ vesicle-bound cell fraction;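 binding gate set so that unloaded-vesicle control wells show 10% double positive cells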
# MT stabilize HCS Hoechst-high %: further read-out of MT stabilize HCS, marked with its call; % Hoechst-high responders; measured here: nuclear condensation Hoechst responders;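 share of cells brighter than vehicle mean plus two SD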
# MT stabilize HCS cytotoxicity %: recorded beside MT stabilize HCS, whose call it bears; toxicity, %; measured here: cytotoxicity by cell density;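 0% = mean cell density of plate MIN control wells and 100% = no cells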
# Autophagy mod cell loss 18 h: also measured in Autophagy mod; calls as there; toxicity, %; measured here: cell loss, nuclei count;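 cell loss after 18 h compound exposure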
# Starred values were filed as active, the others as inactive; i = inactive; . = not tested or not shown. Cut-off read from the data, not from the text of the source, unless noted: active = inhibition above about 50%; inactive = the rest.
SMILES,Insulin prom up,Insulin prom up cell count,MT stabilize HCS,MT stabilize HCS Hoechst-high %,MT stabilize HCS cytotoxicity %,PMI inhibition,Autophagy mod,Autophagy mod cell loss 18 h,bCat nuc transl,bCat nuc transl cell count 5 µM,Hep lipid drop,Hep lipid drop cells 6.5 µM,TNAP activation fold,T cell modulator,T cell modulator vesicle-bound %,PMI inhibitors
Clc1ccccc1Cc1noc(CN2CCCCC2c2ccccn2)n1 (stereo not given),.,.,2.1,2.5,1.8,-6.4%,i,-15.3,0.5,966,-13.0,717,1.1,i,33.3,-1.0%
Clc1ccc(-c2nnc(CSc3nnc(-c4cccs4)o3)o2)cc1,0.23,1509,3.3,0.9,1.5,6.8%,i,-5.3,-1.4,1345,.,.,1,i,35.8,-1.5%
CC(=O)c1sc(N)c(C(=O)OC(C)C)c1C,1.25,1287,2.5,2.1,1.9,1.3%,i,-3.6,0.0,1342,.,.,0.9,i,13.7,-10.7%
O=C(CS(=O)(=O)Cc1ccccc1)Nc1ccc(Cl)cn1,.,.,4.3,2.5,2.5,-7.9%,i,-8.3,6.5,491,0.4,752,1,i,6.7,-9.2%
CCc1ccc(C(=O)Nc2cc(C)ccc2F)s1,0.9,1571,6.0,3.1,4.6,0.8%,i,14.2,1.5,957,19.2,655,1.2,i,43.1,-0.7%
Cc1oc(-c2cccc(Cl)c2)nc1CN1CCCC(C(=O)NCc2ccco2)C1 (stereo not given),.,.,4.1,1.8,8.2,-0.7%,i,17.9,.,.,.,.,0.9,i,18.5,-1.6%
O=C(COc1ccccc1Cl)Nc1ccc2c(c1)OCCO2,-0.99,945,3.1,2.8,9.4,0.6%,i,7.3,-5.4,1180,-8.3,740,1.1,i,44.3,5.9%
Cc1ccccc1CCN(C(=O)Cn1nnc2ccccc21)C(C(=O)NCC1CCCO1)c1nc2ccccc2n1C (stereo not given),0.23,1312,2.9,1.1,0.4,2.2%,i,-0.6,-1.6,1109,-13.1,618,1.2,i,29.4,9.9%
Cn1cc(Cl)c(C(=O)Nc2nc3ccccc3s2)n1,0.13,1653,3.3,2.4,4.3,2.7%,i,-21.8,-1.8,1054,7.6,719,0.9,i,24.0,2.2%
COc1ccc(-c2nc(C#N)c(NCCc3ccccc3)o2)cc1OC,-0.84,835,4.4,1.9,9.7,5.6%,i,0.2,-0.1,1124,4.9,734,1.1,i,7.0,11.6%
COc1ccc2ccc3c(c2c1)N=CC1(O3)N(C)c2ccccc2C1(C)C (stereo not given),-1.45,787,2.7,1.8,7.9,.,i,-2.3,-2.1,1182,36.5,718,1.1,i,23.9,25.5%
O=c1ccn(CCc2c[nH]c3ccccc23)c2c1CCCC2,-0.34,1311,4.2,1.2,3.7,-3.7%,i,-0.6,3.6,1048,18.8,694,1.1,i,29.5,-4.2%
Cc1sc2nc(CN(C(=O)NCc3ccccc3)C3CCCC3)[nH]c(=O)c2c1C,-0.25,1055,.,.,.,.,.,.,-0.5,1278,-1.0,738,.,i,20.3,.
Cc1sc(NC(=O)CSc2nnnn2C(C)C)c(C#N)c1C,-0.2,831,.,.,.,.,.,.,-0.3,1257,4.9,693,.,i,31.3,.
COc1cc(S(=O)(=O)N(Cc2ccco2)C2CCCC2)ccc1-n1cnnn1,0.97,1081,2.9,1.1,8.4,-9.9%,i,-5.3,-2.5,1074,.,.,1.1,i,22.7,-8.8%

# Reprinted from the results shown (six entries):
SMILES,Insulin prom up,Insulin prom up cell count,MT stabilize HCS,MT stabilize HCS Hoechst-high %,MT stabilize HCS cytotoxicity %,PMI inhibition,Autophagy mod,Autophagy mod cell loss 18 h,bCat nuc transl,bCat nuc transl cell count 5 µM,Hep lipid drop,Hep lipid drop cells 6.5 µM,TNAP activation fold,T cell modulator,T cell modulator vesicle-bound %,PMI inhibitors
COc1ccc(-c2nc(C#N)c(NCCc3ccccc3)o2)cc1OC,-0.84,835,4.4,1.9,9.7,5.6%,i,0.2,-0.1,1124,4.9,734,1.1,i,7.0,11.6%
COc1ccc2ccc3c(c2c1)N=CC1(O3)N(C)c2ccccc2C1(C)C (stereo not given),-1.45,787,2.7,1.8,7.9,.,i,-2.3,-2.1,1182,36.5,718,1.1,i,23.9,25.5%
O=c1ccn(CCc2c[nH]c3ccccc23)c2c1CCCC2,-0.34,1311,4.2,1.2,3.7,-3.7%,i,-0.6,3.6,1048,18.8,694,1.1,i,29.5,-4.2%
Cc1sc2nc(CN(C(=O)NCc3ccccc3)C3CCCC3)[nH]c(=O)c2c1C,-0.25,1055,.,.,.,.,.,.,-0.5,1278,-1.0,738,.,i,20.3,.
Cc1sc(NC(=O)CSc2nnnn2C(C)C)c(C#N)c1C,-0.2,831,.,.,.,.,.,.,-0.3,1257,4.9,693,.,i,31.3,.
COc1cc(S(=O)(=O)N(Cc2ccco2)C2CCCC2)ccc1-n1cnnn1,0.97,1081,2.9,1.1,8.4,-9.9%,i,-5.3,-2.5,1074,.,.,1.1,i,22.7,-8.8%

# New compounds follow:
SMILES,Insulin prom up,Insulin prom up cell count,MT stabilize HCS,MT stabilize HCS Hoechst-high %,MT stabilize HCS cytotoxicity %,PMI inhibition,Autophagy mod,Autophagy mod cell loss 18 h,bCat nuc transl,bCat nuc transl cell count 5 µM,Hep lipid drop,Hep lipid drop cells 6.5 µM,TNAP activation fold,T cell modulator,T cell modulator vesicle-bound %,PMI inhibitors
Cc1c(CNC2CCCC(C)C2C)c(C(=O)O)c(C)n1Cc1ccccc1 (stereo not given),0.11,1341,4.1,2.4,5.6,-0.6%,i,7.7,.,.,-12.4,617,1.1,i,45.6,0.9%
CCOc1cc(/C=N/Nc2ccccc2Cl)ccc1OCC(=O)O,0.63,1251,1.1,2.9,11.7,-206.8%,i,6.1,.,.,13.6,735,1.2,i,56.1,-92.7%
CCOC(=O)CSc1nc2sc3c(c2c(=O)[nH]1)CC(C)(CC)OC3 (stereo not given),0.13,948,1.7,1.8,9.1,-17.5%,i,-1.2,.,.,.,.,1.2,i,30.8,-4.7%
COC(=O)c1c(SCC(=O)Nc2ccc(C)c(C)c2)nc(=O)[nH]c1C,-0.31,864,.,.,.,.,.,.,1.3,1332,49.2,709,.,i,27.9,.
COc1ccc(CCNC(=O)COC(=O)C2CCCCC2)cc1,.,.,4.0,2.7,5.0,6.6%,i,-2.4,1.8,952,0.4,635,1,i,42.3,12.7%
CC(=O)Nc1ccc(NC(=O)c2ccc(CSc3ccccc3)o2)cc1,0.75,1040,2.5,3.1,7.4,-5.4%,i,-12.9,1.2,1088,13.9,703,1.1,i,42.1,-0.7%
O=C(Nc1ccccc1)Nc1ccccc1C(=O)NCc1ccco1,0.23,1297,3.5,2.7,4.5,7.8%,i,3.9,.,.,9.0,685,1.1,i,3.1,9.8%
O=C(CCl)Nc1cn(-c2ccccc2)nc1-c1ccccc1,-0.15,828,12.4,4.3,17.2,13.4%,i,38.7,0.6,1078,2.2,682,1.2,i,32.9,4.9%
COc1ccc2cc(CN(Cc3cccs3)Cc3nnnn3Cc3ccccc3)c(=O)[nH]c2c1,-1.02,778,4.2,1.6,7.5,8.9%,i,-4.3,-0.3,1230,-20.3,659,1,i,51.9,5.7%
COc1cccc(-c2nnc(SCc3nc4ccccc4[nH]3)n2N)c1,-0.73,1220,2.4,1.4,2.1,-7.3%,i,6.0,-6.1,1216,-5.6,753,1,i,51.6,-5.0%
C/C(=N\Nc1nc(-c2ccc(C)cc2C)cs1)c1cc2ccccc2oc1=O,0.24,1391,1.8,2.9,9.1,-6.0%,i,6.6,0.0,774,-2.5,639,0.9,i,35.3,8.1%
COC(=O)c1cn(-c2ccccc2)nc1-c1cccnc1,0.17,1464,2.5,2.1,6.0,2.9%,i,6.8,-4.7,996,.,.,1.1,i,21.8,1.6%
O=C(NCc1ccon1)c1ccc(OC2CCN(CCc3ccccc3)CC2)cc1,.,.,2.1,3.0,6.0,-13.0%,i,-11.7,1.0,1503,-1.0,692,1.1,i,52.4,-8.9%
CC(C(=O)NC1CCCC1)N(C(=O)c1ccc(-c2ccccc2)[nH]1)c1ccccc1F (stereo not given),.,.,1.6,2.0,12.6,14.4%,i,-10.2,.,.,.,.,1,i,38.7,17.7%
O=[n+]1c2c(n([O-])c3cc(Br)ccc31)CCC2,.,.,4.3,3.4,9.5,7.6%,i,-8.4,2.0,1154,.,.,1,i,30.8,3.2%
CCCOc1ccc(/C(O)=C2/C(=O)C(=O)N(CCN(C)C)C2c2ccc(O)c(OC)c2)cc1 (stereo not given),0.51,1226,1.9,3.5,15.8,5.5%,i,13.3,-2.7,1146,.,.,0.9,.,.,-7.0%
Cc1nnc(NCc2ccco2)c2ccccc12,-0.24,1038,2.0,1.3,8.0,4.4%,i,2.6,0.2,1123,.,.,1.1,i,27.6,-3.8%
CSC1=NNC(c2ccc(C(C)(C)C)cc2)=NN1,-0.01,1117,.,.,.,.,.,.,-0.2,1350,15.4,762,.,i,44.8,.
Cc1cc(=O)[nH]c(SCc2cccc3cccnc23)n1,-0.25,1406,2.9,3.8,8.1,1.7%,i,-2.9,-1.4,1057,0.7,657,1.1,i,30.9,-5.2%
NC(=O)NC(=O)COC(=O)CNS(=O)(=O)c1ccc(F)c(F)c1F,-0.32,1383,.,.,.,.,.,.,-2.6,1127,5.9,736,.,i,28.6,.
CC(C)=C1C2CCC1C1C(=O)N(c3nc(-c4ccc(C(C)C)cc4)c(C)s3)C(=O)C21 (stereo not given),-0.32,1338,2.1,1.6,7.6,9.7%,i,-31.6,-1.4,1455,.,.,1.1,i,47.6,4.5%
